# Compound activity: PubChem BioAssay, several laboratories
# NALP1 yeast inh: NALP1 inflammasome inhibitors in reconstituted yeast, colorimetric, S. cerevisiae, triplicate retest | AID 2071, 2009 | S. cerevisiae NALP1/ASC/caspase-1 growth, X-gal OD620, 72 h | 280,000 compounds, 0.61% hits | inhibition, % at 10 µM; in the data active means inhibition mostly above about 24%, no sharp cut-off; inactive means mostly below about 32%; further: some compounds called inactive have numbers as strong as hits
# MEKK2wt PB1 HTS: modulators of MEK5 binding to wildtype MEKK2, primary screen, biochemical, multiplex bead flow cytometry, Alexa488-MEK5; Alexa488-MEK5 binding to MEKK2 WT; actives lie on both sides; binding response (% of control), % at 10 µM; 290,000 compounds, 1.1% hits; AID 1531, 2009; in the data active means binding response below about 67% or above about 130%
# p-CIP stab down: p/CIP-EGFP fusion destabilizers, primary screen, fluorescence, F442A cells; AID 1984, 2009; decrease of EGFP signal, % at 10 µM; 16 h; Q05BA5; 290,000 compounds, 0.01% hits;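 active means EGFP signal decrease of at least 30% at 10 µM or well 3 SD below plate mean, unless failing retest; inactive means the rest, including hits failing retest or dose response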; further: some compounds called inactive have numbers as strong as hits; many of its hits are not listed in these tables
# MEKK2 mut-MEK5: MEK5 binding signal on mutant MEKK2 PB1, primary screen, biochemical, multiplex bead flow cytometry, Alexa488-MEK5. percent response, % at 10 µM. Alexa488-MEK5 binding to MEKK2 mutant. 290,000 compounds, 0.35% hits; in the data active means percent response above about 24%, passing the limit was not always enough; further: inactives centre near 1; some results filed as inactive read as strong as hits; reference of the scale not given here
# IDE act: human IDE activators in live cells, primary screen, fluorescence polarization, HEK cells, FAbeta-B substrate; Insulin-degrading enzyme (Homo sapiens), P14735; FAbeta-B cleavage; 0% vehicle, 100% cell-free pure enzyme wells; activation, % at 5.96 µM; 340,000 compounds, 0.073% hits; AID 493087, 2011;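 active means activation above the mean of all tested compounds plus 3 SD, set per screening campaign, cut at about 17% in these data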
# Target sequence (P14735 whole entry, looked up): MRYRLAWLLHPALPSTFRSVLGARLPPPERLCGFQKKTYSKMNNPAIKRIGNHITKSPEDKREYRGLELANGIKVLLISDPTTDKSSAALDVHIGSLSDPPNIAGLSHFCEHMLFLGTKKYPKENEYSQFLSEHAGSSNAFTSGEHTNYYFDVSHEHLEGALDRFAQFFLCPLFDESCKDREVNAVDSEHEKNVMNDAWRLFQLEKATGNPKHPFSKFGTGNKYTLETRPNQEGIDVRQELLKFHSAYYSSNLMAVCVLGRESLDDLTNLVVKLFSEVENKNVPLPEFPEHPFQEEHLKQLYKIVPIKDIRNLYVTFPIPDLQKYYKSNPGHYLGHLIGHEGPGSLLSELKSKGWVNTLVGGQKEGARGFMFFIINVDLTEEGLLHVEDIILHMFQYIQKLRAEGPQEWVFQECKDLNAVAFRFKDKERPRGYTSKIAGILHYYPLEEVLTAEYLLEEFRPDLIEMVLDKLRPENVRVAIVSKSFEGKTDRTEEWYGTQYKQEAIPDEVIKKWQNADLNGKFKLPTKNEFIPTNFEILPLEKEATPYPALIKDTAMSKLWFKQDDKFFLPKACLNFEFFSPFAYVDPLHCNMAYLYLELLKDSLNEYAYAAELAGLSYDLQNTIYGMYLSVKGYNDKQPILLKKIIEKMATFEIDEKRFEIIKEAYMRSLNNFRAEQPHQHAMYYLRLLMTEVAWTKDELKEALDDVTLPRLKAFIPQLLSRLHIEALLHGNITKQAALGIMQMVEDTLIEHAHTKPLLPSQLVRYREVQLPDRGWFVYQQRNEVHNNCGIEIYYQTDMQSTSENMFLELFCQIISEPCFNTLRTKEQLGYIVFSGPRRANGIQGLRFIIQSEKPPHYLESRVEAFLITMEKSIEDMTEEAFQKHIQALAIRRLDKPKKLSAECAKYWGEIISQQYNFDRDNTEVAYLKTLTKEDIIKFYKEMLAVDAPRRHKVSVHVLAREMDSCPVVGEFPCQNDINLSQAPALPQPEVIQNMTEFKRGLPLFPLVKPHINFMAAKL
# MEKK3 PB1 HTS: modulators of MEKK3-MEK5 PB1 binding, primary screen, biochemical, wildtype MEKK3, multiplex bead flow cytometry, Alexa488-MEK5; bead-based flow cytometry, Alexa488-MEK5 binding to MEKK3; actives lie on both sides; 0 = blocked by unlabeled MEK5, 100 = vehicle; binding response (% of control), % at 10 µM; Mitogen-activated protein kinase kinase kinase 3 (Homo sapiens), Q99759; 290,000 compounds, 1.4% hits;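 active means binding response more than 3 SD above or below the average of its plate-row segment, actives on both sides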;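 further: Alexa488 bead fluorescence after subtracting the streptavidin-only scavenger bead signal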
# PfM18AAP inh: PfM18AAP inhibitors, malaria aminopeptidase, primary screen, biochemical, QFRET, recombinant enzyme | M18 aspartyl aminopeptidase (Plasmodium falciparum 3D7) | H-Glu-NHMec fluorogenic cleavage | inhibition, % at 7.35 µM | 290,000 compounds, 1.2% hits | AID 1822, 2009;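 active means inhibition above the campaign mean inhibition over all tested compounds plus 3 SD, cut at about 28% in these data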;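 further: 0% = plate median of test compound wells and 100% = 2 mM ZnCl2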
# UBC9 SUMO inh: inhibitors of in vitro SUMOylation cascade, primary screen, biochemical, HTRF, uHTS. SUMO-conjugating enzyme UBC9 (Homo sapiens), P63279. HTRF SUMOylation assay, SAE1/SAE2 + UBC9. inhibition, % at 35 µM. 290,000 compounds, 0.36% hits. AID 2006, 2009; in the data active means inhibition above about 50%, passing the limit was not always enough; further: strong numbers were not always called active
# IDE cell inh: human IDE inhibitors in live cells, primary screen, fluorescence polarization, HEK cells, FAbetaB substrate; 320,000 compounds, 0.41% hits; inhibition, % at 5.59 µM; FAbetaB cleavage; Insulin-degrading enzyme (Homo sapiens), P14735;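 active means percent inhibition above the average of all tested compounds plus 3 SD, set per screening campaign, cut at about 16% in these data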;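 further: IDE supplied by intact live HEK cells; FP after avidin binding of uncleaved biotin substrate so inhibition keeps polarization high; 0% = DMSO wells and 100% = 60 µM reference IDE inhibitor Ii1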
# The depositor's hits bear a star; x = not tested or not shown; [ ] = dose if it differs, or a comment. These rows are one share of the data; rates above refer to the full screens.
SMILES,NALP1 yeast inh,MEKK2wt PB1 HTS,p-CIP stab down,MEKK2 mut-MEK5,IDE act,MEKK3 PB1 HTS,PfM18AAP inh,UBC9 SUMO inh,IDE cell inh
CCCc1cc2c(=O)c(-c3ccc4c(c3)OCCO4)coc2cc1OS(C)(=O)=O,20,104,-23,-2,2,103,1,5,2
C/C(Cn1nnc([N+](=O)[O-])n1)=N\NC(=O)c1cccc(Cl)c1,-18,104,1,4,3,104,-6,4,0
CCOC(=O)c1cc(-c2ccc(F)cc2)n(CC(=O)NC(C)CC)c1C (stereo not drawn),6,82,5,-11,-1,77,-11,-11,1
O=C(c1ccccc1)N1CCN(C(=O)c2cc3nc(-c4ccccc4)cc(C(F)(F)F)n3n2)CC1,8,88,-4,-14,-8,91,7,12,2
O=C1C2C3C=CC(CC3)C2C(=O)N1c1ccccc1F (stereo not drawn),20,103,-8,2,-2,100,0,-4,1
CC1CCN(S(=O)(=O)c2ccc3c(c2)c(=O)c(C(=O)NC2CCCC2)cn3C)CC1,-11,100,3,1,-2,102,-2,1,7
COc1cccc(-c2noc(CCC(=O)Nc3cccnc3)n2)c1,7,108,-9,5,0,106,1,20,6
CCC1S/C(=N/N=C/c2ccco2)N(c2ccc(F)cc2)C1=O (stereo not drawn),32,95,-6,-1,3,96,-14,20,0
Cn1c(CCNC(=O)c2ccccc2Cl)n[nH]c1=S,3,101,3,7,0,106,-4,0,0
COc1ccc(OC)c(NC(=O)NCc2cccnc2)c1,6,99,-8,5,3,97,6,8,1
CC#CCN1c2ccccc2[C@]23C[C@@H](C(=O)OC)N(C(=O)c4ccco4)C2=NC(C(=O)OC)=C(C(=O)OC)[C@H]13,x,151*,4,3,-3,126,x,8,-3
CCN(CC)CCOC(=O)c1ccc(N/C=C(/C#N)c2nc(-c3ccc(OC)cc3)cs2)cc1,x,72,-2,19,5,22*[inhibitor],-2,20,3
CCOC(=O)Cc1csc(SCc2nc3sc4c(c3c(=O)[nH]2)CCC4)n1,-16,95,-2,-2,-1,93,-14,0,8
Cc1nc(NCCc2ccc(O)cc2)c2nnn(Cc3ccccc3)c2n1,-1,104,-16,5,-4,103,-12,-9,-3
CC(C)(O)C#Cc1ccc(C(=O)NCCc2ccc(S(N)(=O)=O)cc2)cc1,6,94,8,-3,-2,94,2,-5,3
CCCS(=O)(=O)c1nc(S(=O)(=O)c2ccc(C)cc2)c(N2CCC3(CC2)OCCO3)s1,15,99,-3,0,1,100,-4,6,3
CC1CCc2ccccc2N1C(N)=Nc1ccccc1 (stereo not drawn),-7,97,4,-4,-5,101,-2,2,9
CCN(CC)C(=O)Cn1cnc2sc(C)c(S(=O)(=O)N3CCC(C)CC3)c2c1=O,14,98,-2,-6,-3,99,1,-11,-1
Cc1nc(NC(=O)c2cc3c(s2)CCCCC3)sc1C(=O)N(C)C,5,109,-1,4,-4,99,3,12,3
CCOC(=O)c1[nH]c2ccccc2c1NC(=O)CN1CCCCC1,13,105,-14,5,-1,102,-1,20,7

# In a second layout: entries from further up.
# Every second line gives: NALP1 yeast inh	MEKK2wt PB1 HTS	p-CIP stab down	MEKK2 mut-MEK5	IDE act	MEKK3 PB1 HTS	PfM18AAP inh	UBC9 SUMO inh	IDE cell inh
> Cn1c(CCNC(=O)c2ccccc2Cl)n[nH]c1=S
  3	101	3	7	0	106	-4	0	0
> COc1ccc(OC)c(NC(=O)NCc2cccnc2)c1
  6	99	-8	5	3	97	6	8	1
> CC#CCN1c2ccccc2[C@]23C[C@@H](C(=O)OC)N(C(=O)c4ccco4)C2=NC(C(=O)OC)=C(C(=O)OC)[C@H]13
  x	151*	4	3	-3	126	x	8	-3
> CCN(CC)CCOC(=O)c1ccc(N/C=C(/C#N)c2nc(-c3ccc(OC)cc3)cs2)cc1
  x	72	-2	19	5	22*[inhibitor]	-2	20	3
> CCOC(=O)Cc1csc(SCc2nc3sc4c(c3c(=O)[nH]2)CCC4)n1
  -16	95	-2	-2	-1	93	-14	0	8
> Cc1nc(NCCc2ccc(O)cc2)c2nnn(Cc3ccccc3)c2n1
  -1	104	-16	5	-4	103	-12	-9	-3
> CC(C)(O)C#Cc1ccc(C(=O)NCCc2ccc(S(N)(=O)=O)cc2)cc1
  6	94	8	-3	-2	94	2	-5	3
> CCCS(=O)(=O)c1nc(S(=O)(=O)c2ccc(C)cc2)c(N2CCC3(CC2)OCCO3)s1
  15	99	-3	0	1	100	-4	6	3
> CC1CCc2ccccc2N1C(N)=Nc1ccccc1 (stereo not drawn)
  -7	97	4	-4	-5	101	-2	2	9
> CCN(CC)C(=O)Cn1cnc2sc(C)c(S(=O)(=O)N3CCC(C)CC3)c2c1=O
  14	98	-2	-6	-3	99	1	-11	-1
> Cc1nc(NC(=O)c2cc3c(s2)CCCCC3)sc1C(=O)N(C)C
  5	109	-1	4	-4	99	3	12	3
> CCOC(=O)c1[nH]c2ccccc2c1NC(=O)CN1CCCCC1
  13	105	-14	5	-1	102	-1	20	7

# The listing continues.
SMILES,NALP1 yeast inh,MEKK2wt PB1 HTS,p-CIP stab down,MEKK2 mut-MEK5,IDE act,MEKK3 PB1 HTS,PfM18AAP inh,UBC9 SUMO inh,IDE cell inh
COc1ccc(N2CCC(CNC(=S)Nc3cccc(OC)c3)C2)cc1 (stereo not drawn),13,120,1,3,x,101,15,-16,6
CCOC(=O)C1C(=O)OC(C)(C)C1C(C)C(=O)c1ccc(C)cc1 (stereo not drawn),11,100,-15,-1,7,102,2,12,-2
Cc1c(S(=O)(=O)c2ccccn2)c(N)n(Cc2cccc(Cl)c2)c1C,x,107,-11,3,x,101,-12,19,x
COC(=O)c1c(C)oc(C)c1S(=O)(=O)NCC1CC1,x,102,-16,-2,3,101,5,-2,2
COc1ccc(-c2c(C)nn3c(N4CCC(C(=O)N5CCCCC5)CC4)cc(C)nc23)cc1OC,0,77,5,12,5,65,x,-15,-4
CCOc1ccc2[nH]c(C(=O)N/N=C/c3cccc(OC)c3OC)cc2c1,7,103,9,5,3,105,6,-7,3
Clc1ccc2ncc(-c3nnnn3-c3ccccc3)c(-c3ccccc3)c2c1,11,102,-8,2,2,110,-3,7,-8
CCc1cc2c(=O)c(-c3ccc(F)cc3)c(C)oc2cc1OCC(=O)O,1,94,-10,-1,-3,88,-2,21,-2
COc1cc(OC)c(OC)cc1/C=N/Nc1nc2ccccc2[nH]1,-3,120,3,12,-1,105,15,-12,1
N#C/C(=C(/O)COC(=O)c1ccc(O)cc1)c1nc2ccccc2[nH]1,8,87,3,-30,0,85,7,-2,4
COc1cc(/C(C)=N/NC(=O)C(O)(c2ccccc2)c2ccccc2)ccc1O,8,105,1,5,7,104,9,-12,-3
O=C(Nc1cccc([N+](=O)[O-])c1)c1ccccc1,31,92,-17,-6,-1,87,-23,12,-2
Cc1cc(C)cc(N2C(=O)CN(Cc3sccc3C)C2=S)c1,25,96,-4,-2,1,91,-9,1,2
Cc1ccc(SCc2nc3ccccc3n2CC(=O)Nc2c(C)cccc2C)cc1,-4,95,-8,2,-1,99,-11,28,-2
CCOC(=O)c1ccc(NC(=O)C2COc3ccccc3O2)cc1 (stereo not drawn),10,109,-5,3,5,109,2,-5,-1
Cc1nc2c(sc3nc4c(cc32)COC(C)(C)C4)c(=O)n1Cc1ccccc1,12,112,9,-2,3,109,0,7,7
Cc1ccccc1CCN(C(=O)c1csnn1)C(C(=O)NC1CCCC1)c1ccncc1 (stereo not drawn),4,99,-7,-1,5,99,-11,8,-2
O=C(CSc1nncn1-c1cccnc1)N(c1ccccc1)c1ccccc1,4,86,-6,-11,2,101,9,-10,5
Cc1c(Cl)c([N+](=O)[O-])nn1CC(=O)NC1CCCCC1,14,99,-4,9,3,100,1,-19,3
CN(C(=O)CSc1nnc(-c2cccs2)o1)C1CCS(=O)(=O)C1 (stereo not drawn),-2,94,-3,-5,5,98,-2,6,6

# Of the compounds above, these have a cyano group.
SMILES,NALP1 yeast inh,MEKK2wt PB1 HTS,p-CIP stab down,MEKK2 mut-MEK5,IDE act,MEKK3 PB1 HTS,PfM18AAP inh,UBC9 SUMO inh,IDE cell inh
CCN(CC)CCOC(=O)c1ccc(N/C=C(/C#N)c2nc(-c3ccc(OC)cc3)cs2)cc1,x,72,-2,19,5,22*[inhibitor],-2,20,3
N#C/C(=C(/O)COC(=O)c1ccc(O)cc1)c1nc2ccccc2[nH]1,8,87,3,-30,0,85,7,-2,4

# The list continues.
SMILES,NALP1 yeast inh,MEKK2wt PB1 HTS,p-CIP stab down,MEKK2 mut-MEK5,IDE act,MEKK3 PB1 HTS,PfM18AAP inh,UBC9 SUMO inh,IDE cell inh
Cc1onc(-c2ccccc2Cl)c1C(=O)N1C=CC(C(F)(F)F)=NCC1,58*,98,2,1,4,101,-3,12,2
CCCNC(=O)NC(=O)CN1CCCC1c1ccc2c(c1)OCCO2 (stereo not drawn),-1,99,-15,2,9,98,7,10,5
CCN(CC)S(=O)(=O)N1CCC(C(=O)NCC2COc3ccccc3O2)CC1 (stereo not drawn),10,91,-3,-4,3,96,1,4,5
NS(=O)(=O)c1cccc(NS(=O)(=O)c2ccc3ccccc3c2)c1,-6,103,-1,1,4,103,-1,-16,3
Cc1ccc(C(=O)NC(=S)NNC(=O)c2ccccc2O)cc1,8,105,2,2,7,101,16,-54,-7
COC(=O)c1ccc(OCC(O)CN2CCc3cc(OC)c(OC)cc3C2c2ccccc2)cc1 (stereo not drawn),19,98,-20,4,1,98,-13,24,-1
O=C(OC1CCCCC1=O)c1cc(Cl)ccc1[N+](=O)[O-] (stereo not drawn),10,94,-2,-7,-3,100,7,2,9
CN(NC(=O)c1ccc(Cl)cc1)c1cccc(Cl)n1,24,94,-6,1,7,100,0,20,2
COc1cccc(CN(C(=O)CN2C(=O)c3ccccc3S2(=O)=O)C(C(=O)NCC2CCCO2)c2ccco2)c1 (stereo not drawn),30,90,-7,-4,3,99,6,-4,4
O=C1NCC(COc2cccc3ccccc23)O1 (stereo not drawn),-3,89,-6,-12,0,94,12,4,-1
Cc1nc(-c2ccc3c(c2)OCO3)cs1,15,92,0,-6,4,99,0,-10,3
CCCCn1c2c(c(=O)n(C)c1=O)C(CC(=O)OCC(=O)Nc1cccc(C(F)(F)F)c1)C(=O)N2 (stereo not drawn),31,117,6,-1,-1,105,-13,15,-1
OCCCn1c(CCNc2nc(-c3ccc(F)cc3)cs2)nc2cc(C(F)(F)F)ccc21,x,98,x,1,-5,98,x,x,9
COC(=O)/C=C1/SC(=NC(=O)c2cccc([N+](=O)[O-])c2)NC1=O,16,105,-3,1,-5,100,6,10,7
O=C(O)CSc1c2c(nc3cc(C(=O)Nc4ccc(F)c(Cl)c4)ccc13)CCCC2,8,99,-4,-1,-4,100,-4,11,1
Cc1nnc(SCC(=O)N(C(C)C)C(C)C)[nH]c1=O,8,88,-15,2,4,98,-3,16,0
CN(CC(O)COC(c1ccccc1)c1ccccc1)C1CCCCC1 (stereo not drawn),-17,106,-12,0,-4,108,-14,4,-2
